Screening results from PubChem.
E coli growth = reduces bacterial viability in AddAB counter-screen | E. coli V3065 growth, OD600 absorbance, 18 h | inhibition, % at 11.9 µM | 330,000 compounds, 0.27% hits | AID 449728;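 active means inhibition above the campaign's mean inhibition across all tested compounds plus 3 SD, cut at about 9.9% in these data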;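 further: uninfected addAB+ strain grown without phage in ampicillin broth; 0% = DMSO wells and 100% = ciprofloxacin 0.95 µg/ml wells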
PKA-R2B activ = activators of human PKA-R2B complex | activation, % at 11.4 µM | 340,000 compounds, 0.079% hits | PKA-R2B holoenzyme dissociation, Cy5-IP20 fluorescence polarization; R2B truncated from residue 108, S112A mutant; 0% DMSO only, 100% 113 µM cGMP | P22694+P31323;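 active means activation above a cutoff set at the mean over all compounds plus 3 SD, cut at about 18% in these data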;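 further: higher means more holoenzyme dissociation and a rise in polarization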
Target sequence (P31323 whole entry, looked up, other chains not shown, the tested form may be a part): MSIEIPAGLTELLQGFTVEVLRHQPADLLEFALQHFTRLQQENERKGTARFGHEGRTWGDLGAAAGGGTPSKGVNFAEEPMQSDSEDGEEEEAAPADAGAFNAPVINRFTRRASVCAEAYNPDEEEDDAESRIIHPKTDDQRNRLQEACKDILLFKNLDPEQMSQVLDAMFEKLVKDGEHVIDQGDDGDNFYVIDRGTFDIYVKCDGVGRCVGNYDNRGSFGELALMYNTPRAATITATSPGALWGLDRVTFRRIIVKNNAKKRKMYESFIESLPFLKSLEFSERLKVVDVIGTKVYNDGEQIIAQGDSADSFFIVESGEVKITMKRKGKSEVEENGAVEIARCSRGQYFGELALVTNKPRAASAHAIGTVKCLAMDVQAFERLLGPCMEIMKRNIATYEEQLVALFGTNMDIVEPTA
PfHsp90 yeast 2 = inhibits growth of yeast expressing Plasmodium falciparum Hsp90. S. cerevisiae expressing PfHsp90, BacTiter-Glo ATP, 48 h; yeast lacking PDR1 and PDR3 efflux regulators. inhibition, % at 9.4 µM. 310,000 compounds, 0.32% hits;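 active means every replicate shows inhibition above about 80%, whatever the replicate mean, limit read from the data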;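 further: 0% = DMSO neutral controls and 100% = 20 µM radicicol positive controls; yeast relying on Plasmodium falciparum Hsp90 in place of its own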
HTR5A inv ag = inverse agonist of human HTR5A in OPRM1-OPRD1 counter-screen; P47898; HTR5A cell line, luminescence, inverse agonism; inhibition, % at 9.3 µM; 340,000 compounds, 0.083% hits; in the data active means inhibition mostly above about 23%, no sharp cut-off; inactive means mostly below about 18%;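 further: 0% = cells with DMSO and 100% = no-cell wells with DMSO; some compounds called inactive have numbers as strong as hits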
Target sequence (P47898 whole entry, looked up): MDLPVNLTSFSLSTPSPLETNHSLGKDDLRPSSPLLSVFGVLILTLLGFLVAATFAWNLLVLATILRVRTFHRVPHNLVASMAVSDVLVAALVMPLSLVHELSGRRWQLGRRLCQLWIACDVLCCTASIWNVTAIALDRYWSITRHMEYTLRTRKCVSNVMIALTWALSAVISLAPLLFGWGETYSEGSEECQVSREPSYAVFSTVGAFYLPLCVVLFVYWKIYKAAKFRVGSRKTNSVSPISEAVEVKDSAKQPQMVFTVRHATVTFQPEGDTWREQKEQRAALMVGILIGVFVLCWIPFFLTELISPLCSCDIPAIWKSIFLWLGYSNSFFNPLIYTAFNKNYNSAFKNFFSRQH
Mot1-301 SUMO = SUMOylation pathway inhibition by Mot1-301 growth rescue; S. cerevisiae Mot1-301 growth rescue, ATP luminescence, 38.5C; percent above DMSO median, 100 means doubled; growth rescue, % at 18.8 µM; 320,000 compounds, 1% hits; AID 2716;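 active means every valid replicate shows activation above 250% relative to neutral control wells; inactive means the rest, any valid replicate at or below 250%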;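 further: OY570 slx delta 5 strain wells were the positive control but not used for scaling; some compounds called inactive have numbers as strong as hits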
Tat transport = inhibitors of E. coli Tat protein transport | E. coli MC4100 TorA-mCherry Tat export, fluorescence | inhibition, % at 10 µM | 340,000 compounds, 0.036% hits | AID 488895;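 active means mean replicate inhibition at least 50% and at least half of replicates individually reaching 50%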;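 further: exported cargo escapes ClpAP degradation while cytoplasmic cargo is degraded and loses fluorescence; 0% = median of neutral control wells and 100% = median of NaSCN control wells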
AddAB inh = less growth of phage-infected E. coli with AddAB; E. coli expressing H. pylori AddAB, absorbance growth; inhibition, % at 11.9 µM; 330,000 compounds, 0.29% hits; in the data active means inhibition above about 12%;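 further: 0% = vehicle wells of infected cells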
PKA-R1A activ = PKA-R1A complex activation. P00514+P68181. PKA-R1A dissociation, Cy5-IP20 fluorescence polarization; scaled: DMSO 0%, 113 µM cGMP 100%. activation, % at 11.4 µM. 340,000 compounds, 0.083% hits. AID 504707;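 active means percent activation above the mean of all tested compounds plus 3 SD, cut at about 19% in these data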;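 further: higher means more PKAc released from R1A so a rise in polarization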
MOR-DOR ag = OPRM1-OPRD1 heterodimerization agonism; P35372+P41143; cells, luminescence; activation, % at 9.3 µM; 340,000 compounds, 0.3% hits; AID 504326; in the data active means activation above about 18%;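 further: 0% = vehicle-treated cells and 100% = reference agonist; values of inactives mirror those of a sister screen read the other way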
phage Ecoli inh = E. coli growth loss with phage present. growth absorbance. inhibition, % at 11.9 µM. 360,000 compounds, 0.26% hits; in the data active means inhibition above about 11%
OPRM1-OPRD1 inv = inverse agonists of human mu-delta opioid receptor heterodimerization | cell-based MOR-DOR heterodimer luminescence, inverse agonism | inhibition, % at 9.3 µM | 340,000 compounds, 0.21% hits; in the data active means inhibition above about 22%, passing the limit was not always enough;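 further: 0% = cells with DMSO and 100% = wells without cells with DMSO; values of inactives mirror those of a sister screen read the other way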
Numbers without * were called inactive; nt = not tested or not shown. An unsorted share of the library. Share with any hit: about 2.2%.

SMILES	E coli growth	PKA-R2B activ	PfHsp90 yeast 2	HTR5A inv ag	Mot1-301 SUMO	Tat transport	AddAB inh	PKA-R1A activ	MOR-DOR ag	phage Ecoli inh	OPRM1-OPRD1 inv
CCc1ccc(C(=O)OCC(=O)N(CC)c2c(N)n(Cc3ccccc3)c(=O)[nH]c2=O)cc1	0.3	-5.1	18.1	-15.9	10.4	9.5	1.7	-3.1	-5.4	0.5	20.3
CC(C)(C)n1ncc2c(=O)n(CC(=O)Nc3ccc4c(c3)OCO4)cnc21	1.8	-6.0	16.5	4.7	2.7	5.5	1.8	3.7	0.8	2.9	-4.6
COc1cc(S(=O)(=O)NCc2ccc3c(c2)OCO3)ccc1Cl	-1.0	-9.0	14.3	12.7	22.0	1.5	-0.7	2.8	0.6	-1.1	-3.4
Cn1c(N)c(N2CCCCC2)c(=O)n(CC(=O)Nc2ccc(Cl)c(Cl)c2)c1=O	0.5	4.8	-17.1	-39.2	190.3	-10.0	-1.1	-5.1	4.7	1.8	-27.3
Cc1cc(-c2ccccc2)nc2cc(C(=O)N(Cc3ccccc3)Cc3ccccc3)nn12	0.2	-0.1	19.0	-3.6	13.0	0.4	-2.2	1.9	2.2	0.1	-12.5
COc1ccc(C(=O)Nc2ccc(NC(=O)c3cccs3)cn2)cc1	0.8	4.7	-6.4	-9.3	3.6	0.7	3.8	-0.6	3.2	1.4	-24.1
O=C(CSc1nnc(NC(=O)c2cccc(Br)c2)s1)NCC1CCCO1 (stereo not given)	1.7	-8.5	-1.8	-2.9	14.3	14.3	-3.6	-18.9	-5.3	0.4	17.3
COCCNC(=O)C(NC(=O)C1CCC(C)CC1)C(C)C (stereo not given)	-3.3	-0.2	-11.7	-2.4	87.9	1.5	1.6	-4.5	-1.4	-1.0	7.4
COc1ccc(C(=O)Nc2cccc(C(C)=O)c2)c(OC)c1OC	-0.3	-6.0	13.3	-0.6	-12.5	6.3	2.4	-11.5	-1.6	-1.7	9.5
Cc1c(C(=O)O)sc2nc3n(c(=O)c12)CCCCC3	-2.2	3.0	9.9	-23.3	8.8	1.0	-1.7	-3.3	-0.3	1.9	1.6
O=C(Nc1ccc(C(=O)OC[C@@H]2CCCN3CCCC[C@H]23)cc1)c1cccc(Br)c1	-2.8	-10.4	4.1	6.4	9.8	5.7	-0.1	-9.7	12.9	2.5	-77.7
O=C(CNC(=O)c1cccs1)c1ccc(Br)cc1	-0.1	-5.3	-29.5	-0.2	-6.0	-1.9	2.5	7.3	-1.7	3.3	9.0
O=c1ccccn1CCOc1ccc(Cl)cc1	1.8	-4.0	7.1	7.0	-9.5	8.1	3.4	-5.8	-3.0	1.5	15.9
COc1ccccc1OCCOc1ccc(/C=C2\C(=N)N3N=C(C)SC3=NC2=O)cc1	-0.8	3.1	-14.0	4.8	2.8	-12.8	1.0	-2.2	-1.3	3.4	6.2
Nc1nnc(SCC(=O)NCCOc2ccccc2)s1	2.8	1.1	0.9	-10.2	nt	1.4	5.9	5.3	-1.1	0.9	6.4
CN(CC1COCCO1)C(=O)c1cc(COc2c(F)cccc2F)on1 (stereo not given)	0.7	11.1	-4.2	-12.5	-13.4	-17.5	-1.9	7.4	-3.1	-0.7	15.6
CCCNC(=O)Cn1cnc2sc(C(=O)N3CCCC(C(=O)OCC)C3)c(C)c2c1=O (stereo not given)	-1.3	-7.9	-12.4	5.4	-2.0	-5.4	2.2	-3.0	-3.1	nt	12.9
CCOc1ccc(C2=Nc3ccc(Br)cc3C(c3ccc(N4CCOCC4)cc3)=NN2)cc1	-0.2	-8.8	3.1	-6.9	-0.7	-5.8	5.7	7.2	-1.6	2.6	8.1
Brc1ccc(-c2nn3c(Cc4ccccc4)nnc3s2)o1	-0.5	-13.3	-6.3	-10.8	-5.5	-7.8	0.6	0.4	-1.6	1.3	9.3
O=C(CSc1nnc(-c2ccccc2F)o1)Nc1ccc(N2CCOCC2)cc1	-1.9	-12.6	4.5	1.8	20.6	0.4	-0.1	2.3	-0.3	-0.1	1.0
COc1ccc(S(=O)(=O)c2c(O)cc(C)c(NS(=O)(=O)c3ccccc3)c2C)cc1	0.6	0.8	-3.4	8.0	46.4	4.3	4.9	-17.0	-2.5	2.6	13.2
Cc1ccc(S(=O)(=O)NCC2COc3ccccc3O2)cc1 (stereo not given)	-2.2	-15.4	8.8	-4.0	15.4	-3.6	1.3	-9.9	-1.6	3.9	8.0
Cc1ccc(C2C3CN(C(C)C)CC=C3C(C#N)=C(N)C2(C#N)C#N)cc1 (stereo not given)	-1.2	0.4	-3.0	32.0	-1.9	-3.5	-0.2	-1.8	-4.3	2.4	26.2
C=CC(C)(C)c1[nH]cnc1/C=C1\NC(=O)C(C(C)C)NC1=O (stereo not given)	-1.8	0.6	-8.8	4.7	-0.6	3.2	4.4	-0.2	-2.5	3.5	12.5
COc1ccc2c(c1)OC(O)(C(F)F)CC2=O (stereo not given)	-0.9	-10.6	14.7	-1.3	-12.2	-1.0	-1.5	-5.3	-0.1	0.9	0.3

Quoted from above for reference:
SMILES	E coli growth	PKA-R2B activ	PfHsp90 yeast 2	HTR5A inv ag	Mot1-301 SUMO	Tat transport	AddAB inh	PKA-R1A activ	MOR-DOR ag	phage Ecoli inh	OPRM1-OPRD1 inv
CN(CC1COCCO1)C(=O)c1cc(COc2c(F)cccc2F)on1 (stereo not given)	0.7	11.1	-4.2	-12.5	-13.4	-17.5	-1.9	7.4	-3.1	-0.7	15.6
CCCNC(=O)Cn1cnc2sc(C(=O)N3CCCC(C(=O)OCC)C3)c(C)c2c1=O (stereo not given)	-1.3	-7.9	-12.4	5.4	-2.0	-5.4	2.2	-3.0	-3.1	nt	12.9
CCOc1ccc(C2=Nc3ccc(Br)cc3C(c3ccc(N4CCOCC4)cc3)=NN2)cc1	-0.2	-8.8	3.1	-6.9	-0.7	-5.8	5.7	7.2	-1.6	2.6	8.1
Brc1ccc(-c2nn3c(Cc4ccccc4)nnc3s2)o1	-0.5	-13.3	-6.3	-10.8	-5.5	-7.8	0.6	0.4	-1.6	1.3	9.3
O=C(CSc1nnc(-c2ccccc2F)o1)Nc1ccc(N2CCOCC2)cc1	-1.9	-12.6	4.5	1.8	20.6	0.4	-0.1	2.3	-0.3	-0.1	1.0
COc1ccc(S(=O)(=O)c2c(O)cc(C)c(NS(=O)(=O)c3ccccc3)c2C)cc1	0.6	0.8	-3.4	8.0	46.4	4.3	4.9	-17.0	-2.5	2.6	13.2
Cc1ccc(S(=O)(=O)NCC2COc3ccccc3O2)cc1 (stereo not given)	-2.2	-15.4	8.8	-4.0	15.4	-3.6	1.3	-9.9	-1.6	3.9	8.0
Cc1ccc(C2C3CN(C(C)C)CC=C3C(C#N)=C(N)C2(C#N)C#N)cc1 (stereo not given)	-1.2	0.4	-3.0	32.0	-1.9	-3.5	-0.2	-1.8	-4.3	2.4	26.2
C=CC(C)(C)c1[nH]cnc1/C=C1\NC(=O)C(C(C)C)NC1=O (stereo not given)	-1.8	0.6	-8.8	4.7	-0.6	3.2	4.4	-0.2	-2.5	3.5	12.5
COc1ccc2c(c1)OC(O)(C(F)F)CC2=O (stereo not given)	-0.9	-10.6	14.7	-1.3	-12.2	-1.0	-1.5	-5.3	-0.1	0.9	0.3

The results go on:
SMILES	E coli growth	PKA-R2B activ	PfHsp90 yeast 2	HTR5A inv ag	Mot1-301 SUMO	Tat transport	AddAB inh	PKA-R1A activ	MOR-DOR ag	phage Ecoli inh	OPRM1-OPRD1 inv
O=c1[nH]c(C2CCN(S(=O)(=O)c3ccc(S(=O)(=O)NC4CC4)cc3)CC2)nc2c1nnn2Cc1ccc(F)cc1	-3.0	2.5	3.4	-8.8	53.8	7.7	0.7	-4.9	1.1	0.0	-5.9
COc1ccc(N2CC(C(=O)N(CC(C)C)c3c(N)n(Cc4ccccc4)c(=O)[nH]c3=O)CC2=O)c(OC)c1 (stereo not given)	4.3	9.4	-11.8	-8.9	-4.0	-1.6	4.3	-7.2	0.1	-0.1	-0.9
Cc1ccc(-n2nnc3c(=O)n(CC(=O)NCc4ccco4)cnc32)cc1	-2.5	4.9	-12.3	0.1	16.0	-5.3	-0.2	-8.0	-0.4	-1.5	2.3
O=C(CCS(=O)(=O)Cc1ccccc1)Nc1ccc2c(c1)OCCO2	0.6	-9.1	10.5	-13.4	156.9	9.6	-0.5	-0.7	-1.1	3.6	5.3
O=C(NC(Cc1c[nH]c2ccccc12)C(=O)N/N=C/c1cccc2ccccc12)c1cccs1 (stereo not given)	0.1	-7.0	-24.6	-1.8	-3.4	0.7	3.4	-12.9	0.3	4.3	-2.2
O=C(CC12CC3CC(C1)CC(CC(=O)NC1=NCCS1)(C3)C2)NC1=NCCS1	nt	-0.3	-15.0	-28.5	nt	1.6	nt	4.4	-4.1	2.2	21.4
C/C(=C\c1ccco1)CN1CCN(Cc2ccc(C)o2)C(CCO)C1 (stereo not given)	-0.5	6.7	-7.9	17.7	3.0	0.3	-0.2	-8.1	0.0	0.8	0.0
Cc1cccc(NC(=S)NN2CCOCC2)c1C	-2.8	6.6	nt	13.8	-3.1	-1.7	1.7	-13.3	-2.7	1.7	13.2
COC(=O)Nc1ccc2c(c1)N(C(=O)CCN1CCN3CCCC3C1)c1ccccc1S2 (stereo not given)	-0.9	-4.6	nt	5.5	-5.0	5.5	0.3	-0.8	0.0	0.4	-0.1
COCC(C)NC(=O)c1ccc(Cl)c(Cl)c1 (stereo not given)	1.1	6.5	nt	-8.9	-1.2	-3.7	4.1	3.7	4.1	0.9	-24.1
CN(C(=S)Nc1ccc(SC(F)F)cc1)C(c1ccccc1)c1ccccc1	-0.5	-8.1	3.3	-14.3	-3.8	6.1	-0.5	2.5	9.6	2.4	-49.3
Cc1ccc(S(=O)(=O)NCCNC(=O)CN2CCCC2)cc1	1.5	11.1	-23.3	-16.1	-8.3	1.0	-0.7	6.3	-1.2	0.6	7.4
COc1cccc(-c2nc3ccc([N+](=O)[O-])cc3o2)c1	-0.6	-2.0	20.1	23.4	-0.1	8.3	0.6	-5.0	0.0	0.2	0.0
Cc1cc2occ(CC(=O)N(CCC(C)C)c3c(N)n(Cc4ccccc4)c(=O)[nH]c3=O)c2cc1C	1.1	1.4	nt	2.4	71.1	-0.3	1.2	-13.4	-1.8	2.9	9.2
CSc1sc(C)cc1C1C(C#N)=C(N)N(c2cccnc2)C2=C1C(=O)CCC2 (stereo not given)	1.1	-14.9	-11.4	3.6	29.6	3.4	1.3	2.1	-1.2	0.7	7.0
Cc1ccc(S(=O)(=O)N2CCN(Cc3nc4ccccc4[nH]3)CC2)cc1C	2.2	-6.3	1.2	-0.6	-3.8	5.8	1.3	-4.7	-1.8	1.7	10.4
COc1ccc2cc3cc(C(=O)Nc4cc(OC)c(OC)c(OC)c4)oc3nc2c1	-0.2	2.4	-35.5	-36.2	-3.4	-8.0	4.5	-7.5	19.5*	3.1	-122.1
